DENV2 CPE rescue = inhibitors of DENV2 cytopathic effect; DENV2-infected cells, cytopathic effect rescue, plate reader; CPE inhibition, % at 9.99 µM; 1.7% of 350,000 active; in the data active = CPE inhibition above about 20%, passing the limit was not always enough; inconclusive = no clear call, values can overlap the other calls; tested in BHK-21 cells;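 note: 0% = median of neutral control wells and 100% = median of positive control wells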
F508del corr = CFTR F508del correction in bronchial cells | 0.36% of 350,000 active | CFBE cells, YFP halide quenching; stimulated with forskolin plus potentiator P3; % fluorescence drop versus neutral controls | activity (quench increase), % at 7.58 µM | AID 720511;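 active = mean added fluorescence quench of at least 8% versus neutral control, with both replicates also reaching 8%; inconclusive = only one of the mean or replicate conditions met; inactive = mean below 8% and not both replicates reaching 8%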;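 note: cells transiently co-express mutant CFTR-F508del with the halide-sensitive YFP; corrector assay measuring rescue of mutant channel to the surface after 24 h compound exposure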
FN deposition inh = fibronectin deposition inhibition; inhibition, % at 12.6 µM; AID 743247; AH1F fibroblasts, Alexa488-fibronectin deposition fluorescence, overnight; 0.086% of 350,000 active;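 active = mean inhibition across replicates of 30% or more, regardless of how many single replicates reach that level; inconclusive = mean under 30% yet at least half of replicates reach 30%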;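 note: positive control wells lacked labelled fibronectin entirely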
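Assay system: AH1F fibroblasts assembling fluorescent fibronectin matrix; Amount: 10000 AH1F cells per well; Buffer or medium: DMEM, 2% serum; Probe or stimulus: Alexa488-fibronectin, 24 nM final in well; Doses: single compound dose, delivered by pin transfer; Incubation: 1 h adhesion, overnight exposure; Measured by: fluorescence 485/525 nm; Read-out: fibronectin deposition inhibition.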
GSIS activator = primary screen for activators of insulin secretion dependent on glucose, INS-1E cells, GLuc reporter luminescence; INS-1E GLuc reporter insulin secretion, 2-3 h; AID 743287; activation, % at 16.6 µM; 0.61% of 370,000 active;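 active = lowest replicate activation of at least 40%, so every replicate reaches that level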;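 note: 0% = median of neutral control wells and 100% = median of IBMX positive control wells; some compounds called inactive have numbers as strong as hits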
EWS-Fli inh = inhibitors of EWS/Fli oncoprotein transcriptional activity; AID 651661; inhibition, % at 12.6 µM; 0.67% of 350,000 active; A673 NR0B1-luciferase reporter, viability-normalised;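 active = mean inhibition of at least 50% after viability correction, with every replicate also passing that limit; inconclusive = mean reaches 50% but only one of two replicates passes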;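 note: firefly luciferase signal divided by Alamar Blue viability fluorescence both relative to DMSO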
miR122 inh = inhibitors of miR-122 in Huh7 cells | 0.3% of 340,000 active | Huh7 miR-122 Renilla luciferase sensor, 48 h; neutral wells = 0, positive control = 100 | activation (reporter increase), % at 12.5 µM;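 active = mean replicate activation score at least 90 and every replicate individually at or above 90; inconclusive = only one of the two criteria met; inactive = neither criterion met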;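 note: higher luciferase means less miR-122 activity so hits act as miR-122 inhibitors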
PAX8 reporter = PAX8 transcriptional activity inhibition. RMG-I TPO-luciferase reporter, SteadyGlo, 24 h. inhibition, % at 12.6 µM. 1.2% of 360,000 active. AID 652154;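 active = mean replicate inhibition at least 60% with every replicate also reaching 60%; inconclusive = only one of the two criteria is met; inactive = mean below 60% and not all replicates reaching 60%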;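 note: luciferase light reporting Pax8 driven TPO promoter activity; plate controls were median of neutral control wells for no effect and mitoxantrone controls for full effect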
An asterisk follows results filed as active; & = joins results of further samples; [ ] = dose if it differs, or a comment.

For CSc1ncccc1C(=O)OCC(=O)N1CC(=O)Nc2ccccc21 the results were DENV2 CPE rescue 13.6, F508del corr 0.9, FN deposition inh 0.5, GSIS activator 3.1, EWS-Fli inh 5.3 and PAX8 reporter -6.1.
`O=C1CC(Nc2ccc(N3CCOCC3)cc2)C(=O)N1c1ccccc1F` (stereo not given) gave DENV2 CPE rescue inconclusive, F508del corr 1.6, FN deposition inh -4.8, GSIS activator -5.2, EWS-Fli inh -7.7, miR122 inh -6.4 and PAX8 reporter 1.1.
CC(C)CC#Cc1ccc2c(c1)O[C@H](CN(C)C(=O)Nc1ccccc1F)[C@H](C)CN([C@H](C)CO)S2(=O)=O was read as DENV2 CPE rescue 32.3*, F508del corr 4.4, FN deposition inh 3.2, GSIS activator -9.3, EWS-Fli inh 16.9 and miR122 inh 25.9[16.7 µM].
`C[C@H](CO)N1C[C@H](C)[C@H](CN(C)Cc2ccc(F)cc2)Oc2ncc(-c3ccc(F)cc3)cc2C1=O` gave F508del corr 3.4&-1.9, FN deposition inh -14.0, GSIS activator -22.2, EWS-Fli inh -2.5&4.0 and miR122 inh -4.0&3.0[16.7 µM].
`O=C(C[C@H]1C[C@H]2c3cc(NS(=O)(=O)c4ccc(F)cc4)ccc3O[C@H]2[C@@H](CO)O1)N1CCCCC1` gave F508del corr -2.0, GSIS activator 13.4, EWS-Fli inh 4.0, miR122 inh 8.7[16.7 µM] and PAX8 reporter -4.9.
For COc1ccccc1N(CC(=O)NCCSCc1cccc(C)c1)S(=O)(=O)c1ccccc1 the results were DENV2 CPE rescue 7.1, F508del corr 1.2, FN deposition inh -0.4, GSIS activator -14.9, EWS-Fli inh 9.3, miR122 inh -0.5 and PAX8 reporter 6.2.
Screening O=C(CCN1C(=O)/C(=C/c2cccs2)SC1=S)Nc1ccccn1 returned DENV2 CPE rescue 12.2, F508del corr 0.9, FN deposition inh 2.3, GSIS activator -6.7, EWS-Fli inh 10.3 and PAX8 reporter 12.8.
Screening COc1ccc(S(=O)Cc2ccc(C(=O)N3CCN(C(=O)c4ccco4)CC3)o2)cc1 (stereo not given) returned DENV2 CPE rescue 17.5, F508del corr 1.4, FN deposition inh -1.0, GSIS activator 31.2 and PAX8 reporter 1.1.
COCC#Cc1ccc2c(c1)O[C@@H](CN(C)C(=O)c1ccccc1F)[C@H](C)CN([C@H](C)CO)S2(=O)=O was read as DENV2 CPE rescue 8.4, F508del corr 0.2, FN deposition inh 3.4, GSIS activator -7.3, EWS-Fli inh -7.1, miR122 inh 31.9[16.7 µM] and PAX8 reporter -4.7.
For COc1ccccc1C(=O)NC(=O)COC(=O)CCOc1cc(C)ccc1C the results were DENV2 CPE rescue inconclusive, F508del corr -2.6, GSIS activator 15.9, miR122 inh 6.1 and PAX8 reporter 5.0.
`Cc1cc(Cl)ccc1C(=O)C1CCCN(C(=O)c2cccc(N3CCCC3=O)c2)C1` (stereo not given) gave DENV2 CPE rescue -6.8, F508del corr 3.3, FN deposition inh -7.6, GSIS activator -12.6, EWS-Fli inh 2.2, miR122 inh -3.6 and PAX8 reporter 7.2.
Screening Cc1ccc(-c2ccc3c(c2)O[C@@H](CN(C)Cc2cncnc2)[C@@H](C)CN([C@@H](C)CO)S3(=O)=O)cc1 returned DENV2 CPE rescue -4.6, F508del corr 0.0, GSIS activator 10.5, EWS-Fli inh 28.5, miR122 inh -4.2[16.7 µM] and PAX8 reporter 13.9.
CCc1ccc(C(=O)C(C)OC(=O)CNS(=O)(=O)c2ccc(C)cc2)cc1 (stereo not given) was read as DENV2 CPE rescue -0.4, F508del corr 1.9, FN deposition inh 1.5, GSIS activator -41.9, EWS-Fli inh -8.7 and PAX8 reporter -12.9.
For C[C@@H]1CN([C@@H](C)CO)C(=O)c2cc(-c3ccccc3)cnc2O[C@H]1CN(C)C(=O)c1cccnc1 the results were DENV2 CPE rescue -0.6, F508del corr -3.3, FN deposition inh 0.7, GSIS activator 11.4, EWS-Fli inh -13.8, miR122 inh -6.6[16.7 µM] and PAX8 reporter -9.7.
COC(=O)c1ccc(CSc2nnnn2-c2ccc(C)cc2C)o1 was read as DENV2 CPE rescue 3.3, F508del corr -1.7, GSIS activator 5.7 and EWS-Fli inh 11.6.
Screening CCOc1ccccc1CNS(=O)(=O)c1csc(C(N)=O)c1 returned DENV2 CPE rescue 14.4, F508del corr 1.0, FN deposition inh 25.6, GSIS activator 0.0, miR122 inh 7.8 and PAX8 reporter -14.0.
Screening CCc1ccc(O)c(CNCCNCc2cc(CC)ccc2O)c1 returned DENV2 CPE rescue 72.8*, F508del corr 4.1, FN deposition inh 3.1, GSIS activator -9.7, EWS-Fli inh 46.9, miR122 inh -3.9 and PAX8 reporter 22.2.
O=C(CCSCc1ccccc1F)NCc1cccs1 was read as DENV2 CPE rescue 8.8, F508del corr -0.6, GSIS activator 4.3, EWS-Fli inh 2.5, miR122 inh -9.1 and PAX8 reporter 6.6.
`C/C(CC(=O)NCCN1CCOCC1)=N\NC(=O)c1ccncc1` gave DENV2 CPE rescue 9.3, F508del corr -0.1, FN deposition inh 2.8, GSIS activator 0.9, EWS-Fli inh -8.9 and PAX8 reporter -4.1.
CO[C@@H]1CN(C)C(=O)c2cc(NC(=O)C3CCCC3)ccc2OC[C@@H](C)N(CC2CC2)C[C@@H]1C was read as DENV2 CPE rescue -4.0, F508del corr -0.7, FN deposition inh -3.5, GSIS activator 9.6, EWS-Fli inh -0.5 and PAX8 reporter -1.7.
For O=C(N/N=C/C=C/c1ccccc1[N+](=O)[O-])c1ccncc1 the results were DENV2 CPE rescue -3.9, F508del corr -0.4, FN deposition inh 8.4, GSIS activator -3.5, EWS-Fli inh 2.7, miR122 inh 2.1 and PAX8 reporter -17.7.
Screening CCOc1ccc(NC(=O)C2CCN(S(=O)(=O)c3ccc4c(c3)C(C)(C)C(=O)N4C)CC2)cc1 returned DENV2 CPE rescue 7.4, F508del corr 1.2, FN deposition inh 5.8, GSIS activator 1.9, EWS-Fli inh 10.1, miR122 inh -2.1 and PAX8 reporter 6.1.
For Cc1ccc(S(=O)(=O)Nc2ccc3c(c2)C(=O)N([C@H](C)CO)C[C@@H](C)[C@@H](CN(C)C(=O)Cc2ccccc2)OCCCC[C@@H](C)O3)cc1 the results were DENV2 CPE rescue -4.8, F508del corr 1.1, FN deposition inh -3.8, GSIS activator -29.6, EWS-Fli inh 6.3, miR122 inh 10.4[16.7 µM] and PAX8 reporter 1.0.
For O=C(O)c1ccc(S(=O)(=O)c2ccc3c(c2)C(=O)N(c2ccc(O)cc2)C3=O)cc1 the results were DENV2 CPE rescue 1.1, F508del corr 0.4, FN deposition inh 9.8, GSIS activator 17.4, EWS-Fli inh -0.1, miR122 inh -9.5 and PAX8 reporter 6.6.
Screening COc1ccc(CNC(=O)c2ccc3c(c2)NC(=O)C(C)S3)cc1 (stereo not given) returned DENV2 CPE rescue 10.9, F508del corr -3.2, FN deposition inh -3.2, GSIS activator -9.1, EWS-Fli inh -18.1, miR122 inh 2.4 and PAX8 reporter -17.1.
For O=C(NC[C@@H]1CC[C@@H]2[C@@H](CN2S(=O)(=O)c2ccccc2[N+](=O)[O-])O1)C1CCOCC1 the results were DENV2 CPE rescue -0.3, F508del corr 1.7 and EWS-Fli inh -4.1.
CN1C(=O)c2cc(NC(=O)Nc3ccccc3Cl)ccc2OC[C@@H]2O[C@@H](CC(=O)O)CC[C@@H]21 was read as DENV2 CPE rescue 3.5, F508del corr 0.7, FN deposition inh -0.4, GSIS activator 0.1, EWS-Fli inh -0.2, miR122 inh 26.7[16.7 µM] and PAX8 reporter 11.1.
CCCCN1CC[C@H]2C=CC[C@@H](C(=O)N3CCN(c4ccccc4)CC3)[C@H]2C1=O was read as DENV2 CPE rescue inconclusive, F508del corr -4.9, FN deposition inh 13.5, GSIS activator -23.0, EWS-Fli inh -0.7, miR122 inh 5.7 and PAX8 reporter 12.2.
Cc1ccc(N2CCOCC2)c2c1C(=O)c1ccccc1C2=O was read as DENV2 CPE rescue 0.9, FN deposition inh 12.5, GSIS activator 20.1, EWS-Fli inh 3.3 and PAX8 reporter -2.6.
`O=C(O)c1ccc(NC(=S)Nc2ccccc2)cc1` gave DENV2 CPE rescue -11.7, FN deposition inh -0.3, GSIS activator 1.3, EWS-Fli inh -5.0, miR122 inh -16.1 and PAX8 reporter -6.2.
`COc1ccc(S(=O)(=O)Nc2cccc3c2O[C@H](CN(C)S(C)(=O)=O)[C@H](C)CN([C@@H](C)CO)C3=O)cc1` gave DENV2 CPE rescue inconclusive, F508del corr -2.2, GSIS activator 23.4, EWS-Fli inh -5.4 and miR122 inh -7.1[16.7 µM].
For C[C@@H]1CN([C@H](C)CO)C(=O)c2cc(NS(=O)(=O)c3ccc(F)cc3)ccc2O[C@H]1CN(C)CC1CCCCC1 the results were DENV2 CPE rescue -10.9, F508del corr -1.4, GSIS activator 3.9, EWS-Fli inh 24.9, miR122 inh -1.9[16.7 µM] and PAX8 reporter -2.3.
`CNc1n[nH]c(=S)s1` gave DENV2 CPE rescue 1.6, F508del corr 0.9, FN deposition inh 0.3, EWS-Fli inh 13.0, miR122 inh -1.9 and PAX8 reporter 21.9.
COc1cc(OC)c(C2NC(=O)CCC2[N+](=O)[O-])cc1OC (stereo not given) was read as DENV2 CPE rescue -3.2, F508del corr 2.8, FN deposition inh -3.5, GSIS activator 14.3, EWS-Fli inh 17.9, miR122 inh -7.5 and PAX8 reporter -5.2.
`COc1cc(-n2c(=O)c3ccccc3n(Cc3cccc(C)c3)c2=O)cc(OC)c1OC` gave DENV2 CPE rescue 5.4, F508del corr 0.0, FN deposition inh 10.0, GSIS activator 1.2, EWS-Fli inh 5.4, miR122 inh -3.2 and PAX8 reporter -12.9.
Screening CC(C)Cc1ccc(C(C)C(=O)Nc2ncccn2)cc1 (stereo not given) returned DENV2 CPE rescue -4.0, F508del corr -0.1, FN deposition inh -4.3, GSIS activator -8.6, EWS-Fli inh 5.1 and PAX8 reporter 6.6.
N#C[C@@H]1[C@@H](c2ccccc2C2=CCCC2)[C@@H](CO)N1C(=O)NC1CCCC1 was read as DENV2 CPE rescue -6.6, F508del corr 0.8, FN deposition inh -0.9, GSIS activator -30.8, EWS-Fli inh -1.6 and PAX8 reporter 11.1.
`COc1ccc(OC)c(-c2nnc(NC(=O)C(C)Sc3nncn3C)s2)c1` (stereo not given) gave DENV2 CPE rescue 4.7, F508del corr 0.7, FN deposition inh 8.5, GSIS activator 22.5, EWS-Fli inh -0.1, miR122 inh 46.2 and PAX8 reporter 20.1.
For CCN(CC)c1ccc(NC(=O)c2ccccc2F)cc1S(=O)(=O)Nc1ccccc1OC the results were FN deposition inh -6.6, GSIS activator -5.8, miR122 inh 71.3 and PAX8 reporter 14.7.
`CCC1C(=O)NCCN1C(=O)c1cc(COc2cc(C)ccc2C)on1` (stereo not given) gave DENV2 CPE rescue 8.7, F508del corr -0.3, FN deposition inh 4.4, GSIS activator -7.6, EWS-Fli inh -3.7, miR122 inh -6.4 and PAX8 reporter -5.7.
COc1ccccc1C(=O)Nc1ccc2c(c1)OC[C@@H](C)N(C(C)=O)C[C@@H](C)[C@H](OC)CN(C)C2=O was read as DENV2 CPE rescue 2.5, F508del corr 0.3, FN deposition inh 1.9, GSIS activator -0.4, EWS-Fli inh 3.0 and PAX8 reporter 5.3.
`COc1ccc(CCNC(=O)COc2ccc(-c3ccccc3)cc2)cc1OC` gave FN deposition inh -4.2, GSIS activator 8.3 and PAX8 reporter 26.4.

Compound activity as filed in PubChem BioAssay.
